LDHA inh – LDHA (human) enzyme inhibition; purified LDHA, NADH/diaphorase-resazurin fluorescence; hits give low values; 480,000 compounds, 0.15% hits; activity change, % (values are at about 110 or 230 µM); in the data active = activity change below about -30%; inconclusive = mostly about -25% to -30%;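 note: plate controls were DMSO wells for no effect and wells without enzyme for full effect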
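Human LDH5 (2 nM) was incubated with 0.06 mM NADH and 0.2 mM pyruvate for 5 min at room temperature in Tris pH 7.4. Remaining NADH was coupled through diaphorase/resazurin, and resorufin fluorescence was read at 0 and 20 min.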
An asterisk follows results filed as active; ? = inconclusive.

Preview:
SMILES	LDHA inh
O=C(COC(=O)c1cccs1)c1ccc(OCc2ccccc2)cc1	7
OCc1cccc(Nc2nc(-c3ccncc3)nc3ccccc23)c1	-10
Cc1cc2oc(=O)cc(-c3cc4ccccc4o3)c2cc1C	15
CN(Cc1ccc(F)cc1)C(=O)NCc1ccccn1	6
Cc1cc(C)cc(Nc2c3c(nc4ccccc24)CCC3)c1	?
CCNC(=S)Nc1ccc(C)cc1Br	2

The list itself, previewed entries included:
SMILES	LDHA inh
O=C(COC(=O)c1cccs1)c1ccc(OCc2ccccc2)cc1	7
OCc1cccc(Nc2nc(-c3ccncc3)nc3ccccc23)c1	-10
Cc1cc2oc(=O)cc(-c3cc4ccccc4o3)c2cc1C	15
CN(Cc1ccc(F)cc1)C(=O)NCc1ccccn1	6
Cc1cc(C)cc(Nc2c3c(nc4ccccc24)CCC3)c1	?
CCNC(=S)Nc1ccc(C)cc1Br	2
Cc1cc(C)cc(NC(=O)NCc2nc(-c3ccccc3)oc2C)c1	5
CC(C)CNC(=O)CCCc1nnc2c(=O)n(-c3ccc(Cl)cc3)ccn12	5
CCc1ccc(-c2nc(C(=O)N3CCN(c4ccc(C(C)=O)cc4)CC3)cs2)cc1	2
CC(C)NC(=O)c1cccc2c1CCCN2CC(=O)NCCc1ccccc1	0
Cc1cc2n(CC(O)COc3ccc(Cl)cc3)c(=O)c3ccccc3n2n1 (configuration not stated)	2
O=C(Nc1cc(-c2cccc(Cl)c2)no1)c1noc2c1COc1ccccc1-2	8
O=C(O)C(Sc1ccccc1)c1ccccc1 (configuration not stated)	8
O=C(CC1CCCC1)N1CCN(c2nc3ccccc3o2)CC1	0
COc1ccc(OC)c(CNC(=O)c2cc3c(s2)-c2c(C)cccc2OC3)c1	-4
CCc1cccc(C)c1NC(=O)NCC(O)c1ccccc1 (configuration not stated)	1
CCCCN(CCCC)C(=O)C1CC(=O)OC12CCOC(C)(C)C2 (configuration not stated)	9
COc1ccc(CC(=O)Nc2nc(-c3nc4ccccc4s3)cs2)cc1	12
O=C(Cc1cccc2cccnc12)NCCc1ccccn1	0
CN(C)S(=O)(=O)c1ccc(N2CCCCC2)c(C(=O)N2CCCc3ccccc32)c1	4
CCOC(=O)c1c(NC(=O)C(=O)NCc2ccncc2)sc2c1CC(C)(C)OC2	5
COCCn1nc(C(=O)NCC(c2ccccc2)N2CCCC2)ccc1=O (configuration not stated)	-5
CCc1nn2c(=O)cc(CN(CC)C3CCCCC3)nc2s1	9
N=C(N)c1cc(N)cc(C(=N)N)c1	-2
CS(=O)(=O)Nc1ccc(F)cc1	-2

The final 2 entries of the section above come first, to join the parts:
SMILES	LDHA inh
N=C(N)c1cc(N)cc(C(=N)N)c1	-2
CS(=O)(=O)Nc1ccc(F)cc1	-2
Cc1cc(C)c2oc(C(=O)N(Cc3ccc(Cl)cc3)C3CCS(=O)(=O)C3)cc(=O)c2c1 (configuration not stated)	-2
CN(Cc1ccc(Cl)cc1Cl)c1ccc(S(N)(=O)=O)cn1	8
CCCC(C)(N)C(=O)O (configuration not stated)	8
N#Cc1cc([N+](=O)[O-])ccc1NC(=O)COC(=O)CC12CC3CC(CC(Br)(C3)C1)C2	1
O=C(NCc1ccc(CN2CCOCC2)cc1)c1cnn(-c2ccccc2)c1	-7
COc1ccc(NC(=O)c2n[nH]c(=O)c3ccccc23)cc1OC1CCCC1	6
CSc1ccc(/C=C/C(=O)c2ccc(NC(=O)c3ccccc3Cl)cc2)cc1	6
CCCCn1nnnc1C1(C)CCC(=O)N1Cc1ccc(C)cc1 (configuration not stated)	-11
Cc1ccc(CNC(=O)c2c(C)[nH]c3ccccc23)cc1	6
CCOc1ccc(NC(=O)N2CCN(Cc3nc(-c4ccccc4C)oc3C)CC2)cc1	3
COC(=O)[C@]12CCCCC=C1N(Cc1cccc3ccccc13)C(=O)[C@H](CC(=O)N1CCOCC1)C2	1
c1cc2ccc(CNC3CC3)cc2[nH]1	-1
CSc1ccccc1C(=O)O	1
CCCC(C(=O)NCCC12CC3CC(CC(C3)C1)C2)c1ccccc1 (configuration not stated)	0
COc1ccc(Nc2c(CCc3ccccc3)nc3nc(C)cc(C)n23)cc1	0
OCCN(CCO)c1nc2sc3c(c2c2nc(-c4ccccc4)nn12)CCCC3	4
O=C1CCSc2c1cccc2C(=O)NCC1CCN(Cc2ccc(F)cc2)CC1	14
CCN(CC)S(=O)(=O)c1ccc2c(c1)nc(SCC(=O)Nc1ccc(F)cc1)n2CC	9
O=C(NNC(=S)Nc1ccc(Cl)cc1Cl)c1ccc(Cl)c(Cl)c1	4
CCN(CC)S(=O)(=O)c1ccc(NC(=O)c2noc3c2COc2ccc(C)cc2-3)cc1	-10
O=C(Cn1c(=O)n(C2=CCCCC2)c2ccccc21)NCc1nnc2n1CCCCC2	0
COc1ccc(C(C(=O)NC(C)(C)C)n2c(=O)c(-c3cc4ccccc4[nH]3)nc3ccccc32)cc1 (configuration not stated)	-4
O=C1c2ccccc2NC(c2csc(-c3cccc(Br)c3)n2)N1C1CC1 (configuration not stated)	13
COc1ccc(Cl)cc1NC(=O)CSc1nc2c(c(=O)n1C)SCC2	-3
COc1ccc(-c2[nH]nc3c2C(c2cccc(OC)c2OC)CC(=O)O3)cc1 (configuration not stated)	5

3 entries from above, sorted by the value under LDHA inh, ascending.
SMILES	LDHA inh
O=C(Cn1c(=O)n(C2=CCCCC2)c2ccccc21)NCc1nnc2n1CCCCC2	0
CSc1ccccc1C(=O)O	1
O=C1CCSc2c1cccc2C(=O)NCC1CCN(Cc2ccc(F)cc2)CC1	14

Later entries
SMILES	LDHA inh
Cc1cccc(-c2noc(-c3cccc(F)c3)n2)c1	6
Cc1cc(C)c(/C=N/NC(=O)c2ccccc2)c(C)c1	4
O=C(/C=C/c1ccc(N(c2ccccc2)c2ccccc2)cc1)c1cccc(C(F)(F)F)c1	1
COc1ccc(NC(=O)C2=CC(c3ccccc3OC)=NS(=O)(=O)N2C)cc1OC	-3
Cc1ccc(-c2ccc(=O)n(Cc3noc(C(=O)NCc4ccco4)n3)n2)cc1C	-4
COc1ccc(-c2coc3cc(OCCN4CCN(CCO)CC4)ccc3c2=O)cc1	-7
COc1cc(OC)c(/C=N/O)cc1Br	8
O=C(OCc1ncc(-c2ccccc2)o1)c1ccc(O)cc1	4
Cc1ccc(N=C2NN=C(c3cc(C)n(CC4CCCO4)c3C)CS2)cc1 (configuration not stated)	-5
CC(C)(C)C(=O)/C=c1/[nH]c(=O)/c(=C/c2ccc(O)c(Cl)c2)s1	7
COCCn1cnc2c1c(=O)n(CC(=O)Nc1ccc3c(c1)OCO3)c(=O)n2Cc1ccccc1	1
Cc1ccc(F)cc1NC(=O)C1CCCCC1	?
Cc1nc(NCc2ccccc2)sc1C(=O)N1CCC(C(N)=O)CC1	10
Cc1ccc(C)c(SCC(=O)Cc2ccccc2F)c1	5
COc1ccc(NC(=O)Cn2nc(-c3cc(C)ccc3C)c3c(c2=O)CCCC3)cc1	-4
C=CCC1(CC=C)CCCN1	?
COc1cccc(-c2nc(Cl)nc3cc(Cl)ccc23)c1	-3
Nc1nccc(-c2ccc([N+](=O)[O-])cc2)n1	4
CCOC(=O)C1C(=O)C=C(c2ccc(C)cc2)CC1c1ccccc1C (configuration not stated)	7
CCCCCCCc1ccc(-c2ccc(O)c(F)c2)nc1	6
CCOC(=O)NC(C(=O)O)C(C)C (configuration not stated)	1
CCN1CCN(Cc2cc(=O)oc3cc(O)c(Cl)cc23)CC1	10
CC(N)(CCc1ccccc1)C(=O)O (configuration not stated)	-4
C=CCOc1ccc(NC(=O)c2ccc(Cl)cc2)cc1	1
CN1CCc2nc(NC(=O)Cn3c(=O)oc4ccccc43)sc2C1	0

Next part:
SMILES	LDHA inh
O=Cc1cccc(OCc2ccc(Cl)cc2)c1	-6
O=C(NCc1ccccc1)c1ccc(S(=O)(=O)N2CCc3ccccc3C2)cc1	-2
O=C(CSc1ccc(Cl)cc1)OCC(=O)c1ccc2c(c1)OCCO2	6
O=C(O)/C=C/c1ccc(Cl)c(Cl)c1	-1
N#Cc1c(N)nc2c(c1-c1ccc(Cl)cc1)CCCC2	5
Cc1nn(C)c2sc(C(=O)NCc3ccc(C(=O)O)cc3)cc12	-6
Cc1ccsc1C(=O)OCC(=O)NC(=O)NC1CCCCC1	12
O=C(c1ccsc1)N(CC1CCOC1)C1CC1 (configuration not stated)	1
CCn1c(SCC(=O)Nc2ccc3c(c2)OCO3)nc2cc(C)[nH]c2c1=O	1
O=C(NC1CCCCCC1)c1cc(-c2ccccn2)nc2c(Cl)cccc12	-5
Cn1c(=O)c2c(nc(N3CCCCC3)n2Cc2ccccc2Br)n(C)c1=O	-15
CC(C)(C)CCNC(=O)c1cc(C2CC2)nc2ccccc12	-2
CC(NS(=O)(=O)c1ccc(Cl)s1)c1cc2ccccc2o1 (configuration not stated)	5
CC(=O)Nc1cc(F)ccc1-c1csc(NC(=O)CCc2ccco2)n1	7
CCCCCCn1c(NCc2ccc(C)cc2)nc2c1c(=O)[nH]c(=O)n2C	-13
Cc1c2cnn(CC(=O)NCc3ccccc3)c(=O)c2c(C)n1Cc1ccccc1	-3
CCN(CC)S(=O)(=O)c1ccc2[nH]c(=O)cc(C(=O)NC(C3CC3)C3CC3)c2c1	-3
Cc1cc(O)c2c(CN3CCN(C(c4ccccc4)c4ccccc4)CC3)cc(=O)oc2c1	8
C=CCN1[C@@H](Cc2ccccc2)COc2cc(N3CCSCC3)ccc2S1(=O)=O	-2
O=C(CCc1ncc(-c2ccccc2F)o1)N1CCSCC1	3
Cc1ccc(C(=O)Oc2cccc3c(OC(=O)c4cccc(C)c4)cccc23)cc1	-7
CC(CN1CCOCC1)NS(=O)(=O)c1cc(F)cc(F)c1 (configuration not stated)	2
CCCC(C(=O)NC1CCCCC1)(c1ccccc1)c1ccccc1	6
COc1ccc(-c2cc(C)no2)cc1S(=O)(=O)CCC(=O)Nc1ccc(C)c(C)c1	2
CCOC(=O)c1nc2ccccc2nc1N1CCN(c2ccccc2F)CC1	5

Part of the list above in a different format.
> Cc1cc(C)cc(NC(=O)NCc2nc(-c3ccccc3)oc2C)c1
  LDHA inh: 5
> Cc1cc(O)c2c(CN3CCN(C(c4ccccc4)c4ccccc4)CC3)cc(=O)oc2c1
  LDHA inh: 8

Continued:
SMILES	LDHA inh
O=C(CCc1ncc(-c2ccccc2)o1)Nc1ccc(Cl)cc1F	-1
CSCc1cccc(C(=O)O)c1	-7
Cc1ccc(S(=O)(=O)C[C@@H]2OC[C@H](C)N2S(=O)(=O)c2ccc(C)cc2)cc1	2
CCOC(=O)C1=C(N)Oc2cc(O)ccc2C1c1ccccc1Cl (configuration not stated)	-2
CCCCOc1ccc(C(=O)Nc2cccc3cccnc23)cc1	3
FC(F)(F)c1cnc(N2CCc3sccc3C2)c(Cl)c1	4
CCOC(=O)[C@]12CCC=C1N(Cc1ccc(Cl)cc1Cl)C(=O)[C@H](CC(=O)NCc1cccc(C(F)(F)F)c1)C2	2
COc1cc(/C=N/O)cc(Br)c1O	11
COCCCN1C(=O)C(CC(=O)NCCN2CCOCC2)CC(C(=O)N2CCOCC2)=C1C (configuration not stated)	5
CCOC(=O)NC(C(=O)NCc1ccc(C(N)=O)cc1)C(C)C (configuration not stated)	-2
CCSc1ccc(N)cc1	0
O=C(NCc1ccc(Br)cc1)OC1CC2CC1[C@H]1CCCCN1C2=O (some centres not stated)	1
Cc1cccc(NC(=O)COc2ncnc3ccc(Br)cc23)c1	10
COCc1nn2c(c1-c1ccccc1)NC(=O)CC2C(=O)Nc1ccc(OC)c(Cl)c1 (configuration not stated)	1
CC(CNC(=O)COCc1nnc(C(=O)Nc2cccc(Cl)c2)s1)c1ccccc1 (configuration not stated)	1
Cc1cnc2c(S(=O)(=O)N(C)CC(=O)Nc3cccc(C)c3C)cccc2c1	3
O=C(CN1CCCc2c(F)cc(F)cc21)Nc1cccc2nsnc12	87
Clc1ccc(-c2ccc(CNc3ncn[nH]3)o2)c(Cl)c1	8
COc1cccc(C2c3c(ncn(-c4ccc(Br)cc4)c3=N)Oc3ccc4ccccc4c32)c1 (configuration not stated)	6
CCOc1ccc(C(=O)CC2(O)C(=O)Nc3ccc(C)cc32)cc1 (configuration not stated)	11
Cc1cc(=O)n2nc(N(C)Cc3ccc4c(c3)OCO4)sc2n1	-3
NCCSC12CC3CC(CC(C3)C1)C2	5
O=C(c1cc(-c2ccccc2)n[nH]1)N1CCN(c2ncccn2)CC1	-4
CN(Cc1ccco1)C(=O)c1cccc(S(=O)(=O)N2CCCCC2)c1	-9
O=C1c2ccccc2C(c2nnnn2Cc2ccccc2)N1Cc1ccc2c(c1)OCO2 (configuration not stated)	-8

(list continues)
SMILES	LDHA inh
CN(Cc1nnc(-c2ccc(Br)s2)o1)C1CCCC1	3
Cc1[nH]c2ccc(C(=O)N(C)C3CCS(=O)(=O)C3)cc2c1C (configuration not stated)	-4
O=S1(=O)CCN(Cc2c(F)cccc2F)c2c(F)nc(N3CCOCC3)c(F)c21	46
Cc1ccc(C(=O)c2sc(Nc3cccc(Cl)c3)nc2N)cc1	12
O=C(NC1CCCCCCC1)c1ccccc1C(F)(F)F	-20
CCOc1ccc(/C=C\C(=O)NC23CC4CC(CC(C4)C2)C3)cc1	0
Cc1ccc(C2=NC(c3ccc(F)cc3)=Nc3ccc(Cl)cc3N2)o1	6
CC(=O)c1cccc(NS(=O)(=O)c2cc(-c3nc(-c4ccccc4)no3)sc2C)c1	7
Cc1cccc(CS(=O)(=O)C(C)C(=O)N(C)Cc2cccc(F)c2)c1 (configuration not stated)	0
CC(=O)c1c(C)nc(C2CC2)nc1SCC(=O)NC1CC1	2
CCCCNC(=O)c1cccc(NC(=O)c2ccc(F)cc2)c1	3
CC(C)CNC(=O)CSc1nnc(COc2ccccc2Cl)o1	-19

Bioassay records as filed in PubChem BioAssay.

The list is partial. The share of hits here may be higher or lower than overall.
